Screening data: PubChem BioAssay, National Center for Advancing Translational Sciences (NCATS)
Shiga inhibitor: inhibitors of Shiga toxin in Vero cells; inhibition, % at 38.7 µM; 290,000 tested, 9.2% active; Vero cells, Shiga toxin protein synthesis inhibition reporter; in the data active means inhibition mostly above about 28%, no sharp cut-off; inactive means mostly below about 43%; further: 0% is about no effect
AMA1 RON2 block: inhibitors of Plasmodium falciparum AMA1-RON2 interaction | Potency, µM (doses to about 58.2 µM), for the others: top-dose activity change, negative = inhibition, most hits filed as inhibitors | 360,000 tested, 0.2% active | AlphaScreen AMA1-biotinylated RON2 peptide binding;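 further: potency means the concentration at half of the fitted maximal effect; 0% = vehicle wells and -100% = peptide control; nearly all actives have a fitted effect of over 45% in size; some results filed as inactive show a strong effect at the top dose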
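AMA1 (3D7) with his tag at 25 nM final met compounds first, then biotinylated RON2 peptide at 25 nM; detection used donor plus acceptor beads, 10 µg/mL apiece, read by AlphaScreen after 30 min at room temperature.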
HCMV inh: inhibitors of human cytomegalovirus; activity change, negative = inhibition, % at 57.5 µM; 410,000 tested, 4.5% active; HFF cells, HCMV-luciferase reporter, 72 h; stronger effect = lower value; in the data active means activity change below about -60%; inconclusive means no clear call, values can overlap the other calls; inactive means above about -39%; further: on the % scale 0 is the no-effect control and ±100 the full control effect
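Inhibition of viral replication was scored as loss of reporter luminescence in HFFs infected with HCMV-luciferase (MOI 1 PFU/cell) for 72 h; compounds tested at 2 doses, normalized to buffer and Salinomycin controls.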
FBPA Giardia inh: inhibitors of Giardia lamblia fructose-1,6-bisphosphate aldolase; purified Giardia FBPA; AID 2451; 290,000 tested, 0.71% active; A8B2U2; Potency, µM (top dose mostly 59.6 µM), for the others: top-dose activity, negative = inhibition, usual class: inhibitors; further: potency means the concentration at half of the fitted maximal effect; on the % scale 0 is the no-effect control and ±100 the full control effect; nearly all actives have a fitted effect of over 55% in size
Target sequence (A8B2U2 whole entry, looked up): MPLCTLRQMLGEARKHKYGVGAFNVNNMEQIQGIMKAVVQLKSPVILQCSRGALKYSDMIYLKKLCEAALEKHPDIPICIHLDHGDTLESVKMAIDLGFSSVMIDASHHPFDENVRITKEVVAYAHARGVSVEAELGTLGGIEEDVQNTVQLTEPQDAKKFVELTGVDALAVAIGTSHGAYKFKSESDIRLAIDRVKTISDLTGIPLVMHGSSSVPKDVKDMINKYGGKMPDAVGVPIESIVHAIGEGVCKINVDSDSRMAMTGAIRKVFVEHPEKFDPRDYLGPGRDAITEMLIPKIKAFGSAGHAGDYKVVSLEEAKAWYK
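40 nM FBPA preincubated 10 min at RT with compound (up to 57.5 uM final), then substrate plus GAPDH/TPI/NAD/arsenate coupling and diaphorase/resazurin added. Fluorescence read after 20 min at RT, 525/598 nm.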
AmpC no deterg: inhibitors of E. coli AmpC beta-lactamase without detergent | P00811 | AmpC nitrocefin hydrolysis, absorbance 480 nm, 0.0001% Triton | Potency, µM (top dose mostly 57.1 µM), without a hit: at the top dose activity change, negative = inhibition, most hits filed as inhibitors | 330,000 tested, 0.52% active;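 further: potency means the concentration at half of the fitted maximal effect; plate controls were no compound for no effect and no enzyme for full effect; nearly all actives have a fitted effect of over 20% in size; some results filed as inactive show a strong effect at the top dose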
Target sequence (P00811 whole entry, looked up): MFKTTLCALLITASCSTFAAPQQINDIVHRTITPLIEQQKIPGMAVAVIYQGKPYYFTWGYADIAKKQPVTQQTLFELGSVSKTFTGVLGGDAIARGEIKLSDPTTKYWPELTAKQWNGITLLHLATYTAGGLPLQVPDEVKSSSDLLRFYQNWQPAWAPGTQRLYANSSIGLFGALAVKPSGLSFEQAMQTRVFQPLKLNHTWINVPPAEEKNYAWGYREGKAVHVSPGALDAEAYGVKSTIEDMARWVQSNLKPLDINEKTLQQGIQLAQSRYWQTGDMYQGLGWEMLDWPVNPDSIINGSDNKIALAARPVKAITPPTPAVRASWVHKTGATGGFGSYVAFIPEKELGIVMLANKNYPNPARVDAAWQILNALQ
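20 mM phosphate pH 7.0 + 0.01% (detergent screen) or 0.0001% Triton X-100; 5.3 nM AmpC reagent; cpd preinc 15 min RT; nitrocefin (800 uM stock) to start; A480 q20 s × 4 min; Activity was normalised to no-enzyme and no-compound control wells.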
CHX counter: affects cycloheximide protein synthesis inhibition readout, counter-screen | max response, % | 300,000 tested, 12% active | cell reporter, cycloheximide protein synthesis inhibition counterscreen | AID 2314; in the data active means max response mostly above about 13%, no sharp cut-off; inactive means mostly below about 14%; further: read at 38.3 µM for the half of the compounds with a filed dose; 0% is about no effect
AmpC inh detg: blocks E. coli AmpC beta-lactamase in detergent assay | P00811 | AmpC hydrolysis of nitrocefin, absorbance 480 nm, 0.01% Triton | Potency, µM (doses to about 114 µM), without a hit: at the top dose activity change, negative = inhibition, hits mostly inhibitors | 370,000 tested, 0.041% active | AID 485294;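 further: potency means the concentration at half of the fitted maximal effect; 0% = no-compound wells and -100% = no-enzyme wells; nearly all actives have a fitted effect of over 25% in size; some results filed as inactive show a strong effect at the top dose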
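20 mM phosphate pH 7.0 + 0.01% (detergent screen) or 0.0001% Triton X-100; 5.3 nM AmpC reagent; cpd preinc 15 min RT; nitrocefin (800 uM stock) to start; A480 q20 s × 4 min; Activity was normalised to no-enzyme and no-compound control wells.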
Active calls of the source: *; [ ] = remark or other dose. Unless noted, the call rests on the fitted dose curve; in most records, active means well fitted curve in the direction sought with a large enough effect; inconclusive means small, poorly fitted or top-dose-only effect, or another doubt; inactive means no such curve, though single readings can be large; an effect the other way counts as inactive or inconclusive. Rows are unselected; any-hit rate near 16%.

For Cc1c(NC(=O)Nc2ccc([N+](=O)[O-])cc2)c(=O)n(-c2ccccc2)n1C the results were Shiga inhibitor -7, AMA1 RON2 block -20%, HCMV inh -37, FBPA Giardia inh 1%, AmpC no deterg -18%, CHX counter -1 and AmpC inh detg -1%.
For Cc1ccc(C)c(S(=O)(=O)N2CCCC2CNC(=O)C(=O)NCc2ccccn2)c1 (stereo unspecified) the results were AMA1 RON2 block 54%[activator], HCMV inh inconclusive, AmpC no deterg 28% and AmpC inh detg -14%.
For CCCN(CC(=O)Nc1ccc(OC)c(OC)c1)CC(=O)Nc1ccc(F)c(F)c1F the results were Shiga inhibitor 2, AMA1 RON2 block 29%, HCMV inh 34, FBPA Giardia inh -8%, AmpC no deterg 133%[activator], CHX counter -3 and AmpC inh detg 5%.
Screening Cc1ccc(N=C2NC(=O)/C(=C/c3cccn3C)S2)cc1 returned Shiga inhibitor 79*, AMA1 RON2 block inconclusive, HCMV inh -40, FBPA Giardia inh -6%, AmpC no deterg -33%, CHX counter 37* and AmpC inh detg -4%.
For COc1cccc(Oc2nc(N)ncc2[N+](=O)[O-])c1 the results were Shiga inhibitor -6, AMA1 RON2 block 6%, HCMV inh 1, FBPA Giardia inh 6%, AmpC no deterg -1%, CHX counter 15 and AmpC inh detg -4%.
Screening COc1ccc(NC(=O)Nc2ccc(Cc3ccncc3)cc2)cc1OC returned Shiga inhibitor 7, AMA1 RON2 block -29%, HCMV inh -14, FBPA Giardia inh 3%, AmpC no deterg -33%, CHX counter 16 and AmpC inh detg 3%.
`CN1C(=O)CC(N2CCN(c3ccc(Cl)c(Cl)c3)CC2)C1=O` (stereo unspecified) gave Shiga inhibitor -13, AMA1 RON2 block 3%, HCMV inh -28, FBPA Giardia inh -1%, AmpC no deterg 35%, CHX counter 1 and AmpC inh detg -2%.
For CC(=O)Nc1ccc(NC(=O)COc2ncnc3ccccc23)cc1 the results were Shiga inhibitor -15, AMA1 RON2 block -1%, HCMV inh 3, FBPA Giardia inh 1%, AmpC no deterg -7%, CHX counter -2 and AmpC inh detg inconclusive.
Screening Nc1c(Cl)cc(NC(=O)c2ccccc2C(=O)O)cc1Br returned Shiga inhibitor 22, AMA1 RON2 block -21%, HCMV inh 0, FBPA Giardia inh 5%, AmpC no deterg -53%, CHX counter -1 and AmpC inh detg -8%.
`O=C(O)COc1ccc(/C=C/c2nc(-c3ccccc3O)n[nH]2)cc1` gave AMA1 RON2 block 102%[activator], HCMV inh 41, FBPA Giardia inh -6%, AmpC no deterg -24%, CHX counter 7 and AmpC inh detg -3%.
Screening Cc1cccc(C)c1NC(=O)N1CCN(C2CCCCC2)CC1 returned Shiga inhibitor 29, AMA1 RON2 block 0%, HCMV inh -6, FBPA Giardia inh 3%, AmpC no deterg -20%, CHX counter -2 and AmpC inh detg -3%.
`Oc1ccc(N=Nc2n[nH]c(-c3ccccc3)n2)cc1` gave Shiga inhibitor 89*, AMA1 RON2 block 11%, HCMV inh 42, FBPA Giardia inh -18%, AmpC no deterg -41%, CHX counter 32* and AmpC inh detg -3%.
`Cc1ccccc1Oc1ncnc2sccc12` gave Shiga inhibitor -4, AMA1 RON2 block 6%, HCMV inh 26, FBPA Giardia inh 0%, AmpC no deterg -12%, CHX counter -3 and AmpC inh detg -1%.
For CCc1ccc(-c2nnn(Cc3nc4ccccc4s3)n2)cc1 the results were Shiga inhibitor 81*, AMA1 RON2 block 22%, HCMV inh 57, FBPA Giardia inh 2%, AmpC no deterg -22%, CHX counter 39* and AmpC inh detg -10%.
COc1cccc(-c2nc(CS(=O)CC(=O)NC3CCCC3)c(C)o2)c1 (stereo unspecified) was read as Shiga inhibitor -2, AMA1 RON2 block 9%, HCMV inh -4, FBPA Giardia inh 8%, AmpC no deterg -21%, CHX counter -5 and AmpC inh detg inconclusive.
CSc1cccc(NC(=O)COC(=O)c2ccccn2)c1 was read as AMA1 RON2 block 23%, HCMV inh 0, AmpC no deterg -9% and AmpC inh detg inconclusive.
Screening COC(=O)C1C(=O)C2=C(CC1C)NC(=O)CC2c1cccc(C)c1 (stereo unspecified) returned Shiga inhibitor -2, AMA1 RON2 block 1%, HCMV inh -12, FBPA Giardia inh 4%, AmpC no deterg -26%, CHX counter -3 and AmpC inh detg 1%.
For COc1ccc(/C=C(\NC(=O)c2ccccc2)C(=O)NNC(=O)CCN2CCOCC2)cc1 the results were Shiga inhibitor -6, AMA1 RON2 block 38%[activator], HCMV inh inconclusive, FBPA Giardia inh 1%, AmpC no deterg -15%, CHX counter 1 and AmpC inh detg 2%.
`O=C(Nc1ccccc1)N(c1ccccc1)C1C=CS(=O)(=O)C1` (stereo unspecified) gave Shiga inhibitor -13, AMA1 RON2 block 11%, HCMV inh 32, FBPA Giardia inh 5%, AmpC no deterg -25%, CHX counter -1 and AmpC inh detg inconclusive.
For CC12CCC(C(=O)N(c3ccccn3)c3ccccn3)(OC1=O)C2(C)C (stereo unspecified) the results were Shiga inhibitor 11, AMA1 RON2 block 23%, HCMV inh 20, FBPA Giardia inh 8%, AmpC no deterg -3%, CHX counter -1 and AmpC inh detg -5%.
`CC(=O)Nc1cc(Cl)ccc1OS(=O)(=O)c1ccc(C)cc1` gave Shiga inhibitor -10, AMA1 RON2 block 10%, HCMV inh 11, FBPA Giardia inh 0%, AmpC no deterg -13%, CHX counter -1 and AmpC inh detg -5%.
Screening Cc1cc(N(C)Cc2ccccc2)nc(-c2ccccc2)n1 returned Shiga inhibitor 50, AMA1 RON2 block 8%, HCMV inh 58, FBPA Giardia inh 1%, AmpC no deterg 6%, CHX counter 15 and AmpC inh detg -4%.
For O=C(CSc1nc2ccccc2c(=O)[nH]1)Nc1ccc([N+](=O)[O-])cc1 the results were AMA1 RON2 block -8%, HCMV inh -31 and AmpC no deterg -24%.
`CCOC(=O)c1cc(NC(=O)CNCC(c2ccccc2)N(C)C)cc(C(=O)OCC)c1` (stereo unspecified) gave Shiga inhibitor -8, AMA1 RON2 block 19%, HCMV inh -7, FBPA Giardia inh 1%, AmpC no deterg 192%[activator], CHX counter -1 and AmpC inh detg -3%.
Cc1cc(C)cc(NC(=O)CCc2nc3sc4c(c3c(=O)[nH]2)CCCC4)c1 was read as AMA1 RON2 block 9%, HCMV inh -16, AmpC no deterg -34% and AmpC inh detg -3%.
CCOC(=O)C1CCCN(C(=O)c2ccc3c(c2)N(C)C(=O)/C(=C/c2ccccc2Cl)S3)C1 (stereo unspecified) was read as Shiga inhibitor -2, AMA1 RON2 block -11%, HCMV inh -28, AmpC no deterg 140%[activator], CHX counter -2 and AmpC inh detg -10%.
CCn1c(COc2ccccc2C)nnc1SCC(=O)N1CCC(C)CC1 was read as Shiga inhibitor 12, AMA1 RON2 block 12%, HCMV inh 1, FBPA Giardia inh 2%, AmpC no deterg 84%[activator], CHX counter -10 and AmpC inh detg inconclusive.
`COc1ccc(C(=O)NNC(=S)Nc2ccccc2)cc1` gave Shiga inhibitor 58, AMA1 RON2 block 28%, HCMV inh 67, FBPA Giardia inh 1%, AmpC no deterg -21%, CHX counter 41* and AmpC inh detg inconclusive.
For O=C(NC1(C(F)(F)F)C(=O)Nc2c1c(=O)[nH]c(=O)n2Cc1ccco1)C1CCCCC1 (stereo unspecified) the results were Shiga inhibitor -6, AMA1 RON2 block 0%, HCMV inh 6, FBPA Giardia inh 3%, AmpC no deterg -12%, CHX counter -4 and AmpC inh detg -14%.
CCC(Oc1ccccc1)C(=O)Nc1ccccc1C(=O)N1CCCCC1 (stereo unspecified) was read as Shiga inhibitor -3, AMA1 RON2 block -3%, HCMV inh -8, AmpC no deterg 1%, CHX counter -2 and AmpC inh detg 6%.
For Cc1cc([N+](=O)[O-])ccc1NCc1ccco1 the results were Shiga inhibitor -6, AMA1 RON2 block -8%, HCMV inh -12, FBPA Giardia inh -8%, AmpC no deterg -50%, CHX counter 7 and AmpC inh detg -2%.
`CCc1nc2oc3ccccc3c(=O)c2c(=O)n1Cc1ccc(OC)cc1` gave Shiga inhibitor -11, AMA1 RON2 block 38%[activator], HCMV inh inconclusive, FBPA Giardia inh 9%, AmpC no deterg -32%, CHX counter 0 and AmpC inh detg inconclusive.
Screening COc1ncc(-c2ccc3c(c2)S(=O)(=O)c2cccc(C(=O)NCc4ccco4)c2C3=O)cn1 returned AMA1 RON2 block 2%, HCMV inh 17, AmpC no deterg -18% and AmpC inh detg -5%.
For O=C(CNC(=S)N(Cc1ccccc1F)C1CCCCC1)NCCN1CCOCC1 the results were Shiga inhibitor -16, AMA1 RON2 block -3%, HCMV inh -35, FBPA Giardia inh 3%, AmpC no deterg 173%[activator], CHX counter 0 and AmpC inh detg -1%.
Cc1cc(-c2ccccc2)[nH]c(=O)c1S(=O)(=O)c1ccccc1 was read as Shiga inhibitor 11, AMA1 RON2 block 4%, HCMV inh 13, FBPA Giardia inh 3%, AmpC no deterg -39%, CHX counter 7 and AmpC inh detg -12%.

Structural class: the entries above with an NH in an aromatic ring
`O=C(O)COc1ccc(/C=C/c2nc(-c3ccccc3O)n[nH]2)cc1` gave AMA1 RON2 block 102%[activator], HCMV inh 41, FBPA Giardia inh -6%, AmpC no deterg -24%, CHX counter 7 and AmpC inh detg -3%.
`Oc1ccc(N=Nc2n[nH]c(-c3ccccc3)n2)cc1` gave Shiga inhibitor 89*, AMA1 RON2 block 11%, HCMV inh 42, FBPA Giardia inh -18%, AmpC no deterg -41%, CHX counter 32* and AmpC inh detg -3%.
For O=C(CSc1nc2ccccc2c(=O)[nH]1)Nc1ccc([N+](=O)[O-])cc1 the results were AMA1 RON2 block -8%, HCMV inh -31 and AmpC no deterg -24%.
Cc1cc(C)cc(NC(=O)CCc2nc3sc4c(c3c(=O)[nH]2)CCCC4)c1 was read as AMA1 RON2 block 9%, HCMV inh -16, AmpC no deterg -34% and AmpC inh detg -3%.
For O=C(NC1(C(F)(F)F)C(=O)Nc2c1c(=O)[nH]c(=O)n2Cc1ccco1)C1CCCCC1 (stereo unspecified) the results were Shiga inhibitor -6, AMA1 RON2 block 0%, HCMV inh 6, FBPA Giardia inh 3%, AmpC no deterg -12%, CHX counter -4 and AmpC inh detg -14%.
Cc1cc(-c2ccccc2)[nH]c(=O)c1S(=O)(=O)c1ccccc1 was read as Shiga inhibitor 11, AMA1 RON2 block 4%, HCMV inh 13, FBPA Giardia inh 3%, AmpC no deterg -39%, CHX counter 7 and AmpC inh detg -12%.
